# GPR151 ag = human GPR151 activation. Q8TDV0. PathHunter beta-arrestin GPR151 cells, luminescence. activation, % at 11.2 µM. actives 1% (n = 650,000); in the data active means activation above about 4.9%;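 further: 0% = median of compound wells and 100% = cells with positive control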
# Target sequence (Q8TDV0 whole entry, looked up): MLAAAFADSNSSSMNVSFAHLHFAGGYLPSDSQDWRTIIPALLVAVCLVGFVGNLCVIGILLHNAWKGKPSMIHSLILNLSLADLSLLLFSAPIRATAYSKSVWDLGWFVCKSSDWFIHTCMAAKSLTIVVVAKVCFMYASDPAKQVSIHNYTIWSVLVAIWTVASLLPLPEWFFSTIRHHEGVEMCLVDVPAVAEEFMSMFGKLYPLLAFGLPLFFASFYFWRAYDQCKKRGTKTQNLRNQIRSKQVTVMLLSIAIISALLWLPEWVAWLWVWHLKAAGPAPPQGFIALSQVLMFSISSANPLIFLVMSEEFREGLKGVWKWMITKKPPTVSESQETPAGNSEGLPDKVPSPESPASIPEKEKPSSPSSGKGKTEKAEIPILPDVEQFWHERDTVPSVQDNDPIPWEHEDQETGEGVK
# MITF primary = human MITF inhibition, primary screen; AlphaScreen MITF homodimerization, bead proximity signal; inhibition, % at 2.6 µM; actives 0.91% (n = 650,000); in the data active means inhibition above about 50%;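 further: 0% = vehicle wells with protein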
# Target sequence (O75030 whole entry, looked up): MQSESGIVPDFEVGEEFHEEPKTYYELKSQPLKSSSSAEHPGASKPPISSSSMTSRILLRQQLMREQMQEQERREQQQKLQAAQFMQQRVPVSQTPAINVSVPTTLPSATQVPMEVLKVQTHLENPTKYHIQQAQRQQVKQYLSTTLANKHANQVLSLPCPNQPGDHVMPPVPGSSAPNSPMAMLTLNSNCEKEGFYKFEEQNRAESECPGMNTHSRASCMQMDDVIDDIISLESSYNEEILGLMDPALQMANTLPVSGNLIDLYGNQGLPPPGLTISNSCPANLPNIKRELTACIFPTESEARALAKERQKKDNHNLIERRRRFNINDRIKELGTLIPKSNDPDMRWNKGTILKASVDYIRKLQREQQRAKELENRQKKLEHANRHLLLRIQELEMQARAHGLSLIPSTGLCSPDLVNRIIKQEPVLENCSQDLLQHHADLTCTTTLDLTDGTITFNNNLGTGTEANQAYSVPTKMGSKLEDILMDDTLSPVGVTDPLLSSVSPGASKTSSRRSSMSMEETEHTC
# FBW7 act = activators of human E3 ligase FBW7 | Q969H0 | AlphaScreen FBW7–phospho-cyclin E peptide binding, activator screen | normalized activity (activation), % at 26.1 µM | actives 0.13% (n = 650,000) | AID 1259310; in the data active means normalized activity above about 1.9%;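 further: purified mutant Fbw7 with reduced substrate affinity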
# TEAD-YAP inh = TEAD-YAP interaction inhibition. HEK-TIYL cells, TEAD-Gal4/YAP UAS-luciferase luminescence. AID 1259422. actives 1.4% (n = 640,000). inhibition, % at 9.12 µM; in the data active means inhibition above about 32%;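 further: 0% = median of test compound wells and 100% = reference inhibitor wells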
# The depositor's hits bear a star.
SMILES,GPR151 ag,MITF primary,FBW7 act,TEAD-YAP inh
O=C(CN1C(=O)NC(c2ccc(F)cc2)C1=O)NC1CCCCC1 (stereo unspecified),-0.5,-14,0.3,-3
O=C(O)Cn1cc(/C=C2\C(=O)NC(=O)N(Cc3ccccc3)C2=O)c2ccccc21,0.1,4,-0.4,-1
COc1ccc(CCNc2nc(Nc3nccc4ccccc34)nc3c2ncn3CCN2CCCC2=O)cc1,0.1,0,-0.1,8
Cn1c(=O)c2c(NC(=O)c3ccc4c(c3)OCO4)ccnc2n(C)c1=O,-0.9,7,-0.1,8
O=C(CN1CCC(n2nnc3cc(C(F)(F)F)ccc32)CC1)Nc1ccc(F)cc1,0.5,11,0.1,6
CC(C)(C)c1ccc(OCC(=O)NCc2ccccn2)c(Br)c1,0.4,-14,0.0,-7
O=C(Cc1ccccc1)NCCS(=O)(=O)N1CCN(CCc2ccccc2)CC1,1.3,7,0.1,7
COc1ccc2cc(C(=O)Nc3ccc(F)cc3)c(=N)oc2c1,-1.6,17,0.1,-53
CC(O)CNCCCCOc1ccc(C(=O)c2ccccc2)cc1 (stereo unspecified),2.0,17,0.0,-1
Oc1ccc(CNc2cccc(F)c2)c2cccnc12,-0.8,62*,-1.3,55*
O=C(Nc1nc(-c2ccc(Cl)s2)cs1)c1ccccc1,-0.2,-5,0.1,-9
COc1ccc(-c2nc3s/c(=C\c4ccc(OCC(N)=O)cc4)c(=O)n3n2)cc1,1.8,-3,0.1,4
CC(c1ccccc1)N1COc2c(cc(Cl)c3cccnc23)C1 (stereo unspecified),1.6,64*,-1.1,48*
CCCC1CCC(C(=O)NC(C(=O)O)C(C)C)CC1 (stereo unspecified),1.0,-17,0.1,5
Cc1cccc(Nc2nnc(SCC(C)C)s2)c1,0.1,-14,-0.1,-28
CCOC(=O)c1c(C)[nH]c(C(=O)COC(=O)c2cc3ccccc3cc2O)c1C,0.3,-2,0.0,-9
COCCN1CCCc2ccc(NS(=O)(=O)c3cc(C)ccc3C)cc21,5.2*,-1,-0.1,15
CCCCOCCCNC(=O)c1c(OC)cccc1OC,0.8,4,0.0,-5
CC(C)NC(=O)C1CCCN1C(=O)Nc1ccc(Cl)cc1 (stereo unspecified),-0.8,21,0.0,-6
CCOC(=O)C1CCN(C(c2ccccn2)c2c(O)cc(C)n(CCOC)c2=O)CC1 (stereo unspecified),-0.8,-3,-0.2,-5
CC(=N\O)/C(=N/O)N(c1ccccc1)C(C)(C)C,0.9,21,-0.2,3
O=c1oc2ccc(Cl)cc2c(=O)n1-c1cccc([N+](=O)[O-])c1,-2.9,-1,-0.2,75*
CC(C)(C)c1ccc(-c2cc3nc(-c4ccccc4)cc(C(F)(F)F)n3n2)cc1,0.9,0,0.0,0
CN1C2=C(C(=O)CCC2)C(c2ccc(OCC(=O)O)c(Cl)c2)C2=C1CCCC2=O,-0.6,-5,0.5,-1
CC(C)NC(=O)c1cc(-n2cnnc2)ccc1Cl,0.3,-15,-0.3,-2
CCOc1ccc(S(=O)(=O)N(CC(=O)Nc2ccc(OC)cc2)c2ccccc2)cc1,-0.6,2,-0.2,-9
O=[N+]([O-])c1ccc(NCCc2nc3ccccc3[nH]2)c(Cl)c1,1.0,3,-0.2,2
CCCCNC(=O)c1cn(CC)c2ccc(S(=O)(=O)N(C)C3CCCCC3)cc2c1=O,-0.2,9,0.1,-3
COc1ccc(C2c3c(n[nH]c3C)CC(C)(O)C2C(C)=O)cc1OC (stereo unspecified),-1.2,19,0.4,-3
C/C(N)=C(/C#N)C(=O)COC(=O)/C=C/c1cnc2ccccc2n1,-0.4,14,0.1,-5
CCCNC(=O)Cc1csc(SCc2ccc(Cl)cc2)n1,0.8,-82,0.1,8
COc1ccc(/C=C/C(=O)Nc2ccc(S(=O)(=O)N(C)C)cc2)cc1OC,0.0,12,-0.1,-2
N#Cc1nc(-c2ccc(Cl)cc2)oc1NCC1CCCO1 (stereo unspecified),2.0,-18,0.0,-49
COc1ccc(-c2nc(C)cc(NCCOc3ccccc3)n2)cc1,-0.4,6,-0.1,-12
CCN1C(=O)c2ccccc2S(=O)(=O)c2ccc(C(=O)NCc3ccccc3)cc21,-0.5,6,-0.1,-8
COC(=O)C1=C(C)N(C)C(=O)NC1c1cccs1 (stereo unspecified),0.3,11,0.3,2
COc1cc(NC(=O)CCCn2c3ccccc3c(=O)c3ccccc32)cc(OC)c1,0.4,-4,0.4,7
COC(=O)c1c(C)cc(=O)oc1C,3.7,0,0.0,4
COc1ccc2nc(NC(=O)CCNC(=O)Cn3cnc4ccccc4c3=O)sc2c1,0.8,3,0.1,-1
CC(NC(=O)c1ccccc1F)C(c1cccs1)N1CCN(C)CC1 (stereo unspecified),-1.7,5,0.7,1
COc1ccc(C/C(C#N)=C/N2CCN(c3ccccc3F)CC2)cc1,-1.0,8,-0.1,-3
Cc1cc(C)n2nc(C(=O)NCc3ccc4c(c3)OCO4)nc2n1,-1.1,-1,-0.1,-13
CN(C(=O)COC(=O)c1nn(-c2ccccc2)c(=O)c2ccccc12)C1(C#N)CCCCC1,-0.9,9,-0.1,9
Cc1cc(C)nc(Nc2n[nH]c(-c3ccc(NC(=O)Nc4ccccc4)cc3)n2)n1,0.0,18,0.1,-9
CCOC(=O)c1sc2nc(C)nc(OCc3ccccc3C)c2c1C,0.4,15,-0.1,-7
Cn1c[n+](CCCCCC[n+]2cc([C@@H](O)c3ccccc3)n(C)c2)cc1[C@@H](O)c1ccccc1,1.2,2,0.8,4
O=C(Nc1ccc(N2CCCC2)cc1)c1cc2ccccc2o1,-5.0,3,-0.1,-57
COc1cc(/C=N/NC(=O)NC2CCCCC2)cc(OC)c1O,2.8,1,0.0,6
CC1CCCCN1C(=O)c1cc(S(=O)(=O)N2CCCCC2)c[nH]1 (stereo unspecified),-2.7,49,-0.1,6
CCOC(=O)c1cc(-c2ccc(C)cc2)n(CCC(=O)Nc2nc(C)cs2)c1C,-0.3,3,-0.3,5
Cc1c(C2=N/C(=C/c3ccc(Cl)cc3Cl)C(=O)O2)cccc1[N+](=O)[O-],0.5,25,0.1,4
COc1cc(Nc2nc(NCCN(C(C)C)C(C)C)c3ncn(-c4ccccc4)c3n2)cc(OC)c1OC,1.7,3,-0.2,8
CCN(CC)C(=O)CCN1C(=O)c2cccc3cccc(c23)C1=O,1.6,1,0.1,1
CS(=O)(=O)CCC(C(=O)NCCc1ccc(Cl)cc1)N1Cc2ccccc2C1=O (stereo unspecified),-0.2,1,-0.1,4
Cc1ccc2nc(-c3c(-c4ccccc4)c4cc(C)ccc4[nH]c3=O)cc(-c3ccccc3)c2c1,-0.9,4,0.6,7
Cn1nccc1Nc1cc(NC2CCN(Cc3ccccc3)CC2)ncn1,0.4,6,0.2,3
CC(C)c1ccc2oc(-c3ccc(NC(=O)c4cc5ccccc5o4)cc3)nc2c1,1.1,12,0.8,5
COc1ccc(S(=O)(=O)N(C)CC(=O)N2CCN(C)CC2)cc1Cl,1.0,-7,0.0,-7
CC(=O)NC1C(OCC(C)C)OC(COC(C)=O)C(OC(C)=O)C1OC(C)=O (stereo unspecified),2.1,7,-0.1,17
CCN(CC(=O)Nc1ccc(Br)cc1F)CC(=O)NC(C)C,-0.4,11,0.4,4

# (further entries)
SMILES,GPR151 ag,MITF primary,FBW7 act,TEAD-YAP inh
CCn1c(C(=O)N2CCC(C(=O)N3CCc4ccccc4C3)CC2)cc2occc21,-3.3,11,0.4,2
O=C(CCN1CCN(c2ccccc2)CC1)N/N=C/c1ccc(O)c(O)c1O,1.3,70*,-0.6,4
Cc1ccc(S(=O)(=O)N(C)C(=O)NC(=O)Nc2c(C)cc(C)cc2C)cc1,-1.0,12,0.0,-6
COC(=O)c1ccccc1NC(=O)C1CCCN(S(=O)(=O)c2ccc(OC)cc2)C1 (stereo unspecified),1.0,-12,-0.1,5
Cc1cc(Br)ccc1OCC(=O)NNC(=O)c1cccnc1,1.5,-7,0.0,-8
Cc1ccc(/C(O)=C2/C(=O)C(=O)N(CCN(C)C)C2c2ccc(C(C)C)cc2)cc1 (stereo unspecified),-0.8,17,0.0,8
CC(C)(C)NC(=O)CCCc1nc(-c2ccc(Cl)cc2)no1,2.0,5,0.2,20
CCN(CC)S(=O)(=O)c1ccc(O)c([N+](=O)[O-])c1,2.5,6,-0.1,-5
COc1cccc(C(=O)/C=C(\Nc2ccc3c(c2)COC3=O)C(=O)O)c1,-0.4,-11,-0.2,-5
O=c1[nH]c(/C=C/c2ccccc2O)nc2ccccc12,-4.4,-5,0.1,-12
COc1ccc(C2=NN(S(=O)(=O)c3ccc(C)cc3)C(c3ccc(N(C)C)cc3)C2)cc1OC (stereo unspecified),1.0,-5,0.0,6
CCOc1ccccc1NC(=O)CN1CCC(NC(=O)C(C)(C)C)CC1,-0.3,-26,0.3,-13
CCOc1ccccc1NC(=O)CN1CCc2nc(N3CCCC3)[nH]c(=O)c2C1,-0.5,23,0.3,-2
O=c1c(=O)n(-c2ccccc2)ccn1Cc1ccc(F)cc1,-1.5,1,0.1,5
CC(C)(C)n1nnnc1C(c1ccc(F)cc1)N1CCSCC1 (stereo unspecified),1.4,-5,-0.5,-5
Cc1ccccc1C(=O)NNC(=O)c1cccs1,-1.6,-11,0.0,-23
CN1CCCC(C(=O)NCc2nnc3n2CCN(CCCc2ccccc2)CC3)C1 (stereo unspecified),2.0,3,-0.1,-13
COc1ccc(OCC(=O)N/N=C2/CCSC2)cc1,-0.8,16,-0.2,2
CCN(CC)c1c(S(=O)(=O)c2ccccc2)cnc2ccc(OC)cc12,4.4,-2,0.2,-4
O=C(Nc1c(Cl)cccc1Cl)c1cccnc1Oc1ccc(Cl)cc1,-0.7,-4,0.0,9

# By substructure, those above containing four or more nitrogen atoms
SMILES,GPR151 ag,MITF primary,FBW7 act,TEAD-YAP inh
COc1ccc(CCNc2nc(Nc3nccc4ccccc34)nc3c2ncn3CCN2CCCC2=O)cc1,0.1,0,-0.1,8
Cn1c(=O)c2c(NC(=O)c3ccc4c(c3)OCO4)ccnc2n(C)c1=O,-0.9,7,-0.1,8
O=C(CN1CCC(n2nnc3cc(C(F)(F)F)ccc32)CC1)Nc1ccc(F)cc1,0.5,11,0.1,6
COc1ccc(-c2nc3s/c(=C\c4ccc(OCC(N)=O)cc4)c(=O)n3n2)cc1,1.8,-3,0.1,4
CC(C)NC(=O)c1cc(-n2cnnc2)ccc1Cl,0.3,-15,-0.3,-2
O=[N+]([O-])c1ccc(NCCc2nc3ccccc3[nH]2)c(Cl)c1,1.0,3,-0.2,2
C/C(N)=C(/C#N)C(=O)COC(=O)/C=C/c1cnc2ccccc2n1,-0.4,14,0.1,-5
COc1ccc2nc(NC(=O)CCNC(=O)Cn3cnc4ccccc4c3=O)sc2c1,0.8,3,0.1,-1
Cc1cc(C)n2nc(C(=O)NCc3ccc4c(c3)OCO4)nc2n1,-1.1,-1,-0.1,-13
CN(C(=O)COC(=O)c1nn(-c2ccccc2)c(=O)c2ccccc12)C1(C#N)CCCCC1,-0.9,9,-0.1,9
Cc1cc(C)nc(Nc2n[nH]c(-c3ccc(NC(=O)Nc4ccccc4)cc3)n2)n1,0.0,18,0.1,-9
Cn1c[n+](CCCCCC[n+]2cc([C@@H](O)c3ccccc3)n(C)c2)cc1[C@@H](O)c1ccccc1,1.2,2,0.8,4
COc1cc(Nc2nc(NCCN(C(C)C)C(C)C)c3ncn(-c4ccccc4)c3n2)cc(OC)c1OC,1.7,3,-0.2,8
Cn1nccc1Nc1cc(NC2CCN(Cc3ccccc3)CC2)ncn1,0.4,6,0.2,3
O=C(CCN1CCN(c2ccccc2)CC1)N/N=C/c1ccc(O)c(O)c1O,1.3,70*,-0.6,4
CCOc1ccccc1NC(=O)CN1CCc2nc(N3CCCC3)[nH]c(=O)c2C1,-0.5,23,0.3,-2
CC(C)(C)n1nnnc1C(c1ccc(F)cc1)N1CCSCC1 (stereo unspecified),1.4,-5,-0.5,-5
CN1CCCC(C(=O)NCc2nnc3n2CCN(CCCc2ccccc2)CC3)C1 (stereo unspecified),2.0,3,-0.1,-13

# High-throughput results deposited in PubChem BioAssay by The Scripps Research Institute Molecular Screening Center.
